# HTRA1 inhibitor = HTRA1 serine protease inhibitors, primary screen, biochemical, fluorescence polarization, HTS. actives 0.5% (n = 340,000). AID 504803, 2011. Q92743. recombinant HTRA1, FP-rhodamine activity-based probe. inhibition, % at 5.96 µM; in the data active = inhibition above about 36%;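 also: 0% = enzyme with DMSO and 100% = wells lacking enzyme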
# NPR1 activator = GC-A stimulated cGMP production enhancers – HEK293 GC-A cells, cGMP TR-FRET, EC30 ANP, primary screen; activation, % at 10 µM; actives 0.14% (n = 370,000); Atrial natriuretic peptide receptor 1 (Homo sapiens), P16066; 0% at EC30 ANP, 100% saturating ANP; in the data active = activation above about 40%
# SIAE primary = human SIAE inhibitors, primary screen, biochemical, fluorescence polarization, FP-Rh probe, 1536-well HTS; SIAE FP-Rh probe binding; inhibition, % at 9.66 µM; actives 0.69% (n = 370,000);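 active = inhibition above a cutoff: mean of compounds within the control limits plus 3 SD of those, cut at about 17% in these data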;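 also: 0% = plate median of compound wells and 100% = probe without SIAE protein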
# ABHD4 inh = ABHD4 inhibitors, primary screen, biochemical, fluorescence polarization, mouse; (Lyso)-N-acylphosphatidylethanolamine lipase (Mus musculus), Q8VD66; purified mABHD4, FP-Rh probe fluorescence polarization; inhibition, % at 8.92 µM; actives 0.54% (n = 370,000); AID 720543, 2013;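 active = inhibition exceeding the mean over every tested compound plus 3 SD, cut at about 30% in these data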;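 also: 0% = plate median of compound wells and 100% = S159A mutant with DMSO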
#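 Assay system: mouse ABHD4 enzyme, wild type / Also added: fluorescent activity-based probe FP-Rh / Doses: single nominal dose of 8.92 µM, 0.89% DMSO final / Timing: 45 min compound pre-incubation plus 60 min probe step, 25 °C / Signal: FP readout, ex 525 nm / em 598 nm / Control set: S159A mutant/DMSO as 100%, compound-well median as 0%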
# UHRF1 MBD2 ctr = UHRF1 methylated DNA binding inhibitors, primary screen, counter-screen for MBD2 inhibitor project, biochemical, TR-FRET, human UHRF1, single concentration | E3 ubiquitin-protein ligase UHRF1 (Homo sapiens), Q96T88 | UHRF1 binding to methylated oligo | inhibition, % at 4.4 µM | actives 0.75% (n = 370,000); in the data active = inhibition above about 21%;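 also: UHRF1 SRA domain binding a hemimethylated CpG hairpin DNA probe; 0% = median of test compound wells and 100% = reference inhibitor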
# MBD2 DNA inh = inhibitors of MBD2 binding to methylated DNA, primary screen, biochemical, TR-FRET, DNA-binding domain, human; Methyl-CpG-binding domain protein 2 (Homo sapiens), Q9UBB5; MBD2 binding to methylated oligonucleotide; inhibition, % at 4.4 µM; actives 0.31% (n = 370,000); AID 686964, 2013; in the data active = inhibition above about 13%
# Target sequence (Q9UBB5 whole entry, looked up, the tested form may be a part): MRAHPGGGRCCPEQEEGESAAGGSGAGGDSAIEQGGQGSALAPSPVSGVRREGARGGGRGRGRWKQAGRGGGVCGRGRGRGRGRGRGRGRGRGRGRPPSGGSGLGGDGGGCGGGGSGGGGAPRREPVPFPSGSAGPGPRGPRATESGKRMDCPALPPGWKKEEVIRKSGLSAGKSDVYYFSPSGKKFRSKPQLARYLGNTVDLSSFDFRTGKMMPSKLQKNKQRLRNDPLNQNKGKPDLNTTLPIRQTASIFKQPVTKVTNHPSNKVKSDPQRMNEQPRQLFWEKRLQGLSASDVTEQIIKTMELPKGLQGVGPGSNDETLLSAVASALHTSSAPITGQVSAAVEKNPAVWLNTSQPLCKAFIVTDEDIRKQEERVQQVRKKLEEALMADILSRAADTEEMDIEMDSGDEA
# PRMT1 inh = PRMT1 methyltransferase inhibitors, primary screen, biochemical, fluorescence polarization; recombinant PRMT1, activity-based probe fluorescence polarization; inhibition, % at 2.79 µM; actives 1.3% (n = 370,000);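 active = inhibition above about 21% made by adding two undisclosed values, limit read from the data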
# Target sequence (Q99873 whole entry, looked up): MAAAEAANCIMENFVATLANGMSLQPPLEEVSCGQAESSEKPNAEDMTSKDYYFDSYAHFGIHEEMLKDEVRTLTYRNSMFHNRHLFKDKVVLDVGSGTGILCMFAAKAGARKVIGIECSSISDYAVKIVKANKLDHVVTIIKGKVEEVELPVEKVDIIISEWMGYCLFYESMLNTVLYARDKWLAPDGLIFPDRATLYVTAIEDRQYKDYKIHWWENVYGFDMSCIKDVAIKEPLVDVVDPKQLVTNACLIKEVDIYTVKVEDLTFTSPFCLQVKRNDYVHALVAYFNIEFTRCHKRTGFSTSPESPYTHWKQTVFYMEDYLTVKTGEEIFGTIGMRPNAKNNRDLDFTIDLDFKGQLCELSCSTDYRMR
# TCR-CD3 inh = inhibitors of human TCR-CD3 interaction, primary screen, biochemical, fluorescence, TAMRA-labeled TCR probe | T-cell receptor (TCR) | inhibition, % at 9.4 µM | actives 0.37% (n = 360,000) | AID 651800, 2012; in the data active = inhibition above about 19%;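 also: recombinant mutant TCR 2C K166C tagged with TAMRA read by polarization; 0% = receptor in buffer alone and 100% = receptor with positive control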
# rCAG RNA binder = binders of r(CAG) RNA repeats, primary screen, biochemical, fluorescence; inhibition, % at 3 µM; AID 651821, 2012; actives 1.3% (n = 370,000); r(CAG) RNA repeat, TO-PRO-1 dye displacement fluorescence;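 active = inhibition above the plate cutoff, the mean of all test compounds on that plate plus 3 SD, cut at about 35% in these data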;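 also: 0% = DMSO alone and 100% = 100 µM mitoxantrone as full dye displacement; higher means more dye released from RNA so lower well fluorescence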
# GC-B act = human GC-B receptor activators, primary screen, HEK293 GC-B cells, cGMP TR-FRET, EC30 CNP | Atrial natriuretic peptide receptor 2 (Homo sapiens), P20594 | 0% at EC30 CNP, 100% saturating CNP | activation, % at 10 µM | actives 0.11% (n = 370,000) | AID 1920062, 2024;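 active = activation at 10 µM reaching about 35% in either raw or pattern-adjusted values, limit read from the data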
# Numbers without * were called inactive; / = not tested or not shown. Only part of the results is shown. The share of hits here may be higher or lower than overall.
SMILES,HTRA1 inhibitor,NPR1 activator,SIAE primary,ABHD4 inh,UHRF1 MBD2 ctr,MBD2 DNA inh,PRMT1 inh,TCR-CD3 inh,rCAG RNA binder,GC-B act
COc1ccc(-c2c([C@H]3[C@H]4C=CC[C@@H](C)[C@@H]4C(=O)N3Cc3ccccc3)ccc3ccccc23)cc1,-43,-3,0,-8,-1,1,-1,2,5,0
O=C(NCCc1c[nH]c2ccccc12)C(=O)NCC(c1cccnc1)N1CCN(c2ccccc2)CC1 (stereo unspecified),-3,2,8,-6,1,-3,1,-1,5,0
COC(=O)[C@]1(C)N[C@H](CN(C)C(=O)Nc2ccc(F)cc2)[C@@H]2C(=O)N(C)C(=O)[C@@H]21,0,4,-4,7,1,-3,-5,-2,2,6
CC(C)Cc1ccc(C(C)NC(=O)c2ccc(=O)[nH]c2)cc1 (stereo unspecified),-2,0,8,6,0,-7,-6,4,-3,-6
COc1ccccc1NC(=O)c1ccc(S(=O)(=O)N(C)c2ccccc2)cc1,-19,1,-4,-9,-1,0,-2,1,0,1
COc1cccc(C2/C(=C(\O)c3ccc4c(c3)OCCO4)C(=O)C(=O)N2c2nnc(C)s2)c1 (stereo unspecified),6,6,8,0,-2,-2,-3,-1,4,-2
COc1ccc2cc(S(=O)(=O)Nc3ccccn3)ccc2c1,-2,-1,-5,0,-2,-6,2,9,5,1
Cc1cc(NC(=O)c2cc(-c3ccco3)on2)no1,-1,3,1,4,-1,1,3,0,4,-1
C=CCOc1c2ccc(C(=O)NCc3ccccc3OC)cc2nn1C,-2,2,10,7,-4,4,3,-4,20,2
CCCCNC(=O)COC(=O)CNC(=O)c1cc(Cl)cc([N+](=O)[O-])c1,8,-3,10,-1,-3,-6,-4,8,-1,2
Cn1c(Cc2nc(-c3cnccn3)no2)nnc1SCC(=O)Nc1ccccc1,4,-1,1,0,-1,-4,0,10,2,1
O=C(N/C(=C\c1ccco1)C(=O)N1CCCCC1)c1ccc([N+](=O)[O-])cc1,-2,-4,-7,4,2,-6,3,4,0,5
COC(=O)C1CCN(C(=O)Cn2nnc(-c3ccccc3)n2)CC1,4,-4,5,-1,-2,1,-1,-5,0,1
O=C(C1=C(O)C(=O)N(CCN2CCOCC2)C1c1ccc(F)cc1)c1cccs1 (stereo unspecified),7,-5,-1,0,0,-1,-3,-1,3,-4
Cc1cc(=O)oc2cc(OCC(=O)NCCN3CCOCC3)ccc12,7,-3,3,0,0,-4,-6,0,-1,4
COc1cccc(CNC(=O)[C@H]2CCCN2C(=O)[C@H]2CCCN2C(=O)c2ccc(OC(F)(F)F)cc2)c1,/,2,4,1,15,6,-1,2,-2,-5
COc1ccc(-c2cc3nc(-c4ccccc4)cc(N4CCN(C(=O)c5ccccc5)CC4)n3n2)cc1,-75,1,-20,-1,-4,3,0,-3,16,4
CCOC(=O)CSc1nnc(CNc2ccccc2Cl)n1-c1ccccc1,-4,-17,-2,5,1,0,1,3,-8,-8
Cn1c(N)c(C(=O)COC(=O)COc2cc(Cl)c(Cl)cc2Cl)c(=O)n(C)c1=O,-3,32,-1,1,-1,-9,-1,8,3,4
Cc1cccc2cc(C3CC(c4ccco4)=NN3C(=O)CCC(=O)O)c(Cl)nc12 (stereo unspecified),-3,0,2,-2,14,8,-2,6,13,0
O=C(C[C@@H]1C/C=C\C[C@H](Cc2ccc(F)cc2)C(=O)OC[C@@H]2CCCN2C1=O)N[C@H](CO)Cc1ccccc1,-3,0,-6,8,7,6,1,0,-7,-3
COc1cc(/C=C/C(=O)OCC(=O)NC(=O)NC(C)(C)C)cc(OC)c1OC,8,2,-2,-5,-5,3,-2,5,-10,5
O=C(CN1CCN(S(=O)(=O)c2ccc(F)c(Cl)c2)CC1)N1CCc2ccccc21,7,-6,-5,-2,15,6,3,0,2,-4
O=c1[nH]c2ccccc2nc1/C=C/c1ccc(F)cc1,-28,8,-19,-24,-5,-2,-1,-15,8,-4
C=CCSc1nnc(N2C(=O)C(O)=C(C(=O)c3ccco3)C2c2ccc(F)cc2)s1 (stereo unspecified),-6,7,-8,-2,-3,0,15,-7,19,2

# (continued)
SMILES,HTRA1 inhibitor,NPR1 activator,SIAE primary,ABHD4 inh,UHRF1 MBD2 ctr,MBD2 DNA inh,PRMT1 inh,TCR-CD3 inh,rCAG RNA binder,GC-B act
COc1ccc(NC(=O)CSc2nnc(-c3cccs3)n2-c2ccccc2)cc1,-4,0,9,-1,2,1,-2,7,2,-6
CC(c1ccco1)N(C(=O)c1ccccc1NS(=O)(=O)c1ccc(Cl)c([N+](=O)[O-])c1)c1ccccn1 (stereo unspecified),-5,-8,8,-5,0,-1,1,2,69*,3
CCc1nc2oc3ccccc3c(=O)c2c(=O)n1Cc1ccccc1,-11,3,-3,4,2,3,-1,1,-2,-11
Cc1ccc(-c2ccccc2)n1-c1ccc(C(=O)O)cc1,-8,-1,1,36*,1,3,73*,-9,5,4
CCOc1cc(/C=N/NC(=O)c2ccncc2)ccc1OC(=O)c1ccccc1,-18,-1,-30,-19,-1,3,-3,0,1,3
CCN(CC(=O)Nc1c(F)cccc1F)C(=O)CN1C(=O)NC2(CCCC2)C1=O,-4,3,-2,2,0,4,-1,0,1,2
Cc1ccc(OCC(=O)N2CCN(C(=O)c3cccc(F)c3)CC2)cc1,-2,2,-4,-6,-2,-2,-3,2,-4,0
O=Nc1c(O)n(Cc2ccc(Cl)cc2)c2ccccc12,-60,-14,-76,-51,-1,0,-4,4,9,-9
OCCN1CCN(C(=S)c2ccc(-c3ccccc3)cc2)CC1,-3,6,1,1,2,4,32*,-7,-6,-1
Nc1nc(SCC(=O)Nc2ccccc2)[nH]c(=O)c1-c1ccccc1,1,-3,5,-2,-1,5,-1,2,1,-2
CC(C)N1CCN(Cc2ccccc2-c2ccco2)CC1CCO (stereo unspecified),-6,1,0,0,-2,4,-2,7,-2,4
N#CCCn1cc(/C=N/O)c(-c2ccc(Cl)cc2)n1,-2,5,9,1,-4,0,-1,-6,-2,-5
COc1cc(C(=O)NCCCN2CCCC2=O)cc(Br)c1OCc1ccccc1,-10,13,-2,-3,0,-1,-3,-5,0,22
CCOc1ccc(C(=O)NCCN2CCCCC2)c(OCC)c1,2,-2,-2,4,-1,-1,4,6,-3,6
COc1ccc(CN(CC2CCC(C(=O)O)CC2)C(=S)Nc2cccc(C)c2)cc1 (stereo unspecified),-1,0,11,-5,-1,4,0,-4,7,0
c1ccc(Oc2ccc(-c3cc(NCCc4cccnc4)n4nccc4n3)cc2)cc1,/,1,-3,-10,-2,-7,-5,-2,2,0
O=C(CNC(=O)c1ccccn1)N=Nc1c(O)[nH]c2ccccc12,6,-2,-4,16,-7,-5,-9,-5,7,-3
CC1C[N+](=C2C=C(N3CCOCC3)CC(C)(C)C2)CC(C)O1 (stereo unspecified),2,6,0,3,12,0,0,0,0,1
O=C(NCC(c1ccco1)N1CCc2ccccc2C1)C(=O)Nc1ccc(F)cc1F (stereo unspecified),-18,3,-1,-15,-3,0,-2,1,-3,-1
COc1ccc(C(=O)CC(=O)C(=O)Nc2ccc(OC)c(Cl)c2)cc1,-2,-5,-1,4,-1,4,4,-1,11,-1
CCOC(=O)c1cc(CC)sc1NC(=O)COC(=O)C1CCC1,-5,-4,-1,-1,1,-3,3,7,-4,4
CCOn1c(=O)c(=O)n(OC)c2ccccc21,4,-1,-14,-3,-1,-1,2,3,0,-11
CC(=O)N1c2ccc(S(=O)(=O)NCCC(=O)Nc3ncccc3C)cc2CC1C (stereo unspecified),2,0,-4,1,0,-1,1,5,0,1
CCn1ccnc1CN(C)Cc1nc(Cc2cccc(C(F)(F)F)c2)no1,0,-1,8,0,-1,2,-2,8,-8,1
CCC1CCCCN1Cc1nc2c(c(=O)n(C)c(=O)n2C)n1CCC(C)C (stereo unspecified),4,-4,-5,-4,0,-5,-2,5,0,-4

# Limited to UHRF1 MBD2 ctr, NPR1 activator and ABHD4 inh (3 entries from above):
Structure	UHRF1 MBD2 ctr	NPR1 activator	ABHD4 inh
CCOc1cc(/C=N/NC(=O)c2ccncc2)ccc1OC(=O)c1ccccc1	-1	-1	-19
COc1cc(C(=O)NCCCN2CCCC2=O)cc(Br)c1OCc1ccccc1	0	13	-3
CCOC(=O)c1cc(CC)sc1NC(=O)COC(=O)C1CCC1	1	-4	-1

# (list continues)
SMILES,HTRA1 inhibitor,NPR1 activator,SIAE primary,ABHD4 inh,UHRF1 MBD2 ctr,MBD2 DNA inh,PRMT1 inh,TCR-CD3 inh,rCAG RNA binder,GC-B act
CCOc1ccc(Cl)cc1/C=N/NC(=O)c1ccccc1,-7,-2,-6,1,1,2,1,-3,-3,-1
CN(C(=O)c1cccc(NC(=O)Cc2ccc(NC(=O)C3CCN(C(=O)CCc4ccccc4)CC3)cc2)c1)C1CCCCC1,-19,5,-14,-9,1,2,1,3,15,3
C=CCOc1ccc(/C=C2\N=C(C)OC2=O)cc1OC,1,-4,4,2,0,-4,-9,-3,-1,4
O=C(C1=C[C@H](c2ccc(C(F)(F)F)cc2)C[C@H](OCCCCO)O1)N1CCN(Cc2ccccc2)CC1,-11,0,2,2,3,-2,0,3,-7,-6
Cc1cc(C(=O)CSc2nc(N)cc(=O)[nH]2)c(C)n1CCc1ccc(F)cc1,-9,-2,1,8,0,-6,3,4,11,-2
CCOC(=O)c1nnn(CC(=O)Nc2cccc(Cl)c2C)c1C(=O)OCC,-6,3,-5,8,1,3,-2,-3,0,5
Cc1ccc(C(C)NC(=O)Cn2nc(C)c([N+](=O)[O-])c2C)cc1 (stereo unspecified),5,8,2,-1,3,1,-1,5,-3,5
CC(C)Cn1c(N)c(C(=O)CSc2nc3ccccc3n2C)c(=O)n(C)c1=O,9,3,15,0,0,0,-1,5,0,1
CC(C)(C)[C@@H]1COC(=O)[C@@H](NC(=O)OCC2c3ccccc3-c3ccccc32)C/C=C\C[C@@H](CC(=O)NCCO)C(=O)N1,-9,0,-1,3,-1,3,-3,0,1,6
CCOC(=O)N1CCN(C(=O)CSCc2ccc(Cl)cc2)CC1,4,1,-7,-15,5,6,6,-6,0,3
CCC(=O)N1CCc2cc(S(=O)(=O)NC(C(=O)N3CCc4ccccc4C3)C(C)C)ccc21 (stereo unspecified),-2,-1,0,0,-1,-2,-2,5,1,3
CC1(C)[C@H]2CC[C@]1(C)[C@@H](OC(=O)C[N+]1(C)CCOCC1)C2,1,4,2,-1,5,5,5,-4,-2,-4
COc1cccc(/C=C/C(=O)OCC(=O)N(C)CC(=O)Nc2ccccc2Cl)c1OC,-4,1,1,-1,-2,0,0,5,1,0
CCC(=O)c1ccc(OCC(=O)OCC(=O)Nc2ccc(C)c(S(=O)(=O)N3CCCCC3)c2)cc1,-16,5,-8,1,-2,1,-2,4,6,-4
O=C(Nc1cccs1)N1CCN(c2ncccn2)CC1,8,-2,13,5,-3,-7,8,9,5,0
Cc1ccccc1C(=O)N1CCC(C(=O)Nc2ccccc2Cl)CC1,0,-1,5,6,0,-6,-1,-5,-5,5

# From PubChem
